Tau fluor counter = Counterscreen qHTS for Inhibitors of Tau Fibril Formation, Fluorescence Polarization; Potency, µM (doses to about 57.7 µM), for inactives: top-dose activity change, negative = decrease; tau K18 P301L Alexa594 fluorescence, heparin fibrillization; 0.93% of 280,000 active; also: nearly all actives have a fitted effect of over 55% in size
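Human tau K18 P301L (15 uM unlabeled, 0.24 uM Alexa 594-labeled) in 100 mM sodium acetate pH 7 with 20 uM heparin, 6 hr at 37 C. ThT 30 uM added, 1 hr ambient; Alexa 594 FP and total fluorescence read at 555/632 nm.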
Tau ThT inhib = qHTS for Inhibitors of Tau Fibril Formation, Thioflavin T Binding | Microtubule-associated protein tau (Homo sapiens), P10636 | recombinant tau K18 P301L (four-repeat tau fragment), heparin-induced fibrillization, ThT fluorescence | Potency, µM (titrated, usually from 57.4 µM), for inactives: top-dose activity, negative = inhibition, usual class: inhibitors | 2.1% of 270,000 active; also: nearly all actives have a fitted effect of over 55% in size
Target sequence (P10636 561-689 P618L limits assumed): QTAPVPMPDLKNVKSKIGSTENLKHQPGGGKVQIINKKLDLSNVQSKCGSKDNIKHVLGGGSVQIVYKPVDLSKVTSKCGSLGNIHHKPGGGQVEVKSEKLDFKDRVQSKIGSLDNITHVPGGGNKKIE
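Recombinant human tau K18 fragment […] carrying P301L, 15 uM unlabeled plus 0.24 uM Alexa 594-labeled, was fibrillized with 20 uM heparin in 100 mM sodium acetate pH 7 for 6 hr at 37 C; 30 uM ThT fluorescence read after 1 hr.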
Tau FP inhib = qHTS for Inhibitors of Tau Fibril Formation, Fluorescence Polarization. K18 P301L tau heparin fibrillization, Alexa594 FP, 6 h. Potency, µM (series often up to 57.7 µM), for the others: at the highest dose activity, negative = inhibition, most hits filed as inhibitors. 0.39% of 280,000 active. AID 1468, 2008; also: nearly all actives have a fitted effect of over 55% in size
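Quantitative HTS format: compounds meet 15 uM recombinant K18 P301L tau and Alexa 594-tau tracer in 100 mM sodium acetate pH 7; 20 uM heparin triggers fibrillization at 37 C over 6 hr; FP gives the signal.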
TexasRed fluor = Total Fluorescence Counterscreen for Inhibitors of the Interaction of Thyroid Hormone Receptor and Steroid Receptor Coregulator 2; TRb/SRC2 Texas Red total fluorescence interference; Potency, µM (titrated, usually from 106 µM), without a hit: top-dose fluorescence change, negative = quenching; 0.29% of 280,000 active; active = well fitted curve in either direction with a large enough effect; inconclusive = small, poorly fitted or top-dose-only effect
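Flags fluorescent or light-absorbing compounds by total fluorescence, S + 2P, at 555 nm excitation and 632 nm emission. Mixture: 20 nM Texas Red SRC2 peptide, 0.6 uM human TRb LBD, 1 uM T3, 5% DMSO; compound exposure 5 h at ambient temperature.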
ALDH1A1 inh = qHTS Assay for Inhibitors of Aldehyde Dehydrogenase 1 (ALDH1A1); Aldehyde dehydrogenase 1A1 (Homo sapiens), P00352; Purified ALDH1A1, NADH fluorescence, propionaldehyde substrate; Potency, µM (doses to about 75.3 µM), for inactives: at the highest dose activity, negative = inhibition, hits mostly inhibitors; 7.3% of 220,000 active; AID 1030, 2008; active = well fitted inhibition curve with a large enough effect, not every such curve was filed as active; inconclusive = small, poorly fitted or top-dose-only effect, or another doubt; inactive = no such curve, though single readings can be large or run the other way;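 also: plate controls were no enzyme wells and a reference inhibitor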
Target sequence (P00352 whole entry, looked up): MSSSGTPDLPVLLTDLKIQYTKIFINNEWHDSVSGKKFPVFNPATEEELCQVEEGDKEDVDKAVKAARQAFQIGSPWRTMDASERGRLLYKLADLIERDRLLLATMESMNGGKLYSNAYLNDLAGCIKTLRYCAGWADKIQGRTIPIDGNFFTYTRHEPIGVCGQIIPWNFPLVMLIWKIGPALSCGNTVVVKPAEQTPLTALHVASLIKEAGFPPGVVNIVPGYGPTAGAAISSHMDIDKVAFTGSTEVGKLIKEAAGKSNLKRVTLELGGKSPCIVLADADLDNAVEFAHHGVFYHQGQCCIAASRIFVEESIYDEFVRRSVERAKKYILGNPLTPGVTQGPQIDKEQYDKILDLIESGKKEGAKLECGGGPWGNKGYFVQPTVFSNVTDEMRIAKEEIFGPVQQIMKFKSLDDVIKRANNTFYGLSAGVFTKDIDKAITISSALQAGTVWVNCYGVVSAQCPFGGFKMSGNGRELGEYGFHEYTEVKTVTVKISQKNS
L3MBTL1 block = qHTS Assay for the Inhibitors of L3MBTL1 | Lethal(3)malignant brain tumor-like protein 1 (Homo sapiens), Q9Y468 | AlphaScreen L3MBTL1–H3K9me1 peptide binding | Potency, µM (top dose mostly 57.1 µM), without a hit: at the highest dose activity, negative = inhibition, actives largely listed as inhibitors | 0.66% of 230,000 active; also: nearly all actives have a fitted effect of over 60% in size
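Read-out is AlphaScreen signal from streptavidin donor and nickel chelate acceptor beads (10 ug/mL final each) bridging L3MBTL1 (50 nM) and biotinylated K9-monomethylated H3(1-15) peptide (75 nM), after 30 min compound exposure at room temperature.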
GLA spleen mod = qHTS Assay for Inhibitors and Activators of Human alpha-Galactosidase From Spleen Homogenate; Alpha-galactosidase A (Homo sapiens), P06280; human spleen homogenate, 4MU-alpha-Gal fluorescence, 40 min; Potency, µM (series often up to 80 µM), without a hit: top-dose activity change, negative = inhibition, usual class: inhibitors; 0.008% of 240,000 active; AID 2107, 2009;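 also: 0% = enzyme with vehicle and -100% = no enzyme basal signal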
Target sequence (P06280 32-429 limits assumed): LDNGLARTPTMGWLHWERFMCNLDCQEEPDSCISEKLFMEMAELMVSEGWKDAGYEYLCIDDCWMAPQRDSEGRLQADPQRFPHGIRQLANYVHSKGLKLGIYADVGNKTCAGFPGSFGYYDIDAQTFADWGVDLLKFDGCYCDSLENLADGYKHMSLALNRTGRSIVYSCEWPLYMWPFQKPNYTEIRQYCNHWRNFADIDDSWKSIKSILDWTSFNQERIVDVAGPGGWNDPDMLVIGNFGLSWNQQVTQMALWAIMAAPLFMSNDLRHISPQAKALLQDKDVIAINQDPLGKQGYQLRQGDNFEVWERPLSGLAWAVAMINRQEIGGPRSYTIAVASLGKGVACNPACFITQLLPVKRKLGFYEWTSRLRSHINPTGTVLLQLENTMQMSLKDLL
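Spleen homogenate 1 ug + cpd (titration) + 4-MU-alpha-D-galactopyranoside 1 mM; 37C 40 min; 50 mM citrate/phosphate pH 5.0, 0.01% Tween-20; stop pH 10; fluorescence 365/440; AC50 via Hill.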
TRb-SRC2 inh = qHTS for Inhibitors of the Interaction of Thyroid Hormone Receptor and Steroid Receptor Coregulator 2 | Thyroid hormone receptor beta (Homo sapiens), P10828 | TRbeta-SRC2 peptide binding, fluorescence polarization; receptor liganded with 1 µM T3 | Potency, µM (titrated, usually from 106 µM), without a hit: at the top dose activity change, negative = inhibition, hits mostly inhibitors | 0.065% of 280,000 active | AID 1469, 2008;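 also: plate controls were bound peptide for no effect and peptide without receptor for full effect; nearly all actives have a fitted effect of over 50% in size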
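Decrease in fluorescence polarization of 20 nM Texas Red SRC2 coactivator peptide flagged inhibition of its binding to 0.6 uM TRb LBD; 1 uM T3 included, incubation 5 hr, ex 555/em 632 nm.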
* hit, by the source's call; ? = inconclusive; nt = not tested or not shown; & = joins results of further samples; [ ] = remark or other dose. Unless noted, calls follow the shape of the dose curve; as a rule, active = well fitted curve in the direction sought with a large enough effect; inconclusive = small, poorly fitted or top-dose-only effect, or another doubt; inactive = no such curve, though single readings can be large; an effect the other way counts as inactive or inconclusive. Unless noted, % is scaled to controls: 0 for no effect and ±100 for the full control effect; potency is read from the fitted curve at half-maximal effect.

SMILES | Tau fluor counter | Tau ThT inhib | Tau FP inhib | TexasRed fluor | ALDH1A1 inh | L3MBTL1 block | GLA spleen mod | TRb-SRC2 inh
CCOC(=O)c1sc(NC(=O)Nc2ccc(F)cc2)nc1C | 9% | 10% | -3% | -1% | 8% | -5% | -1% | 0%
COc1ccc(OC)c(CNCCNC(=O)c2ccco2)c1 | -1% | -1% | -4% | 0% | ? | nt | -15% | 0%
CC(C)n1c(NCc2nc3ccccc3n2C)nc2ccccc21 | -7% | -16% | -2% | -1% | 17% | -7% | 1% | -1%
CC(=O)N1CCN(CC(=O)Nc2ccc(C)c(S(=O)(=O)N(C)C)c2)CC1 | 2% | 3% | -1% | -3% | ? | 0% | 12% | -4%
CC(C(=O)Nc1cccc(C#N)c1)n1nc(-c2ccccc2)c2c(c1=O)CCCC2 (stereo unspecified) | -16% | 7% | -7% | 0% | nt | nt | nt | -9%
NC(CCC(=O)N[C@@H](CS)C(=O)NCC(=O)O)C(=O)O (stereo partly specified) | -18% | 32µM* | ? | -1% | 12% | nt | 0% | 0%
CN1c2ccc(Cl)cc2C(=O)NC1C1CC=CCC1 (stereo unspecified) | -7% | 7% | -2% | 1% | ? | 21% | 23% | 0%
c1ccc(-c2csc(-c3ccc(-c4csnn4)cc3)n2)cc1 | -7% | -16% | -12% | 0% | nt | 11% | 10% | 3%
CCOC(=O)N1CCN(C(=O)Nc2ccc(Cl)cc2)CC1 | -4% | -1% | -2% | 2% | -1% | 8% | -1% | -1%
COc1ccc(NC(=O)c2ccc(CNc3c(NC4CCCCC4)c(=O)c3=O)cc2)cc1OC | 2% | 8% | -1% | -1% | -13% | nt | -1% | 15%
Cc1ccc(Sc2ncccc2C(=O)O)cc1C | 8% | 8% | -3% | -1% | -10% | 10% | 3% | -4%
Cc1ccc(N(CC(C)C)S(=O)(=O)c2nnc(NC(=O)C(C)C)s2)cc1 | -8% | -3% | -2% | 6% | nt | nt | nt | 0%
Cc1ccc2c(CC(=O)NCc3ccco3)coc2c1C | -16% | -25% | -6% | 0% | 25µM* | -1% | -1% | 8%
CC1CC[C@@]2(OC1)OC1CC3C4CC[C@@H]5CC(O)CC[C@@]5(C)C4CC[C@]3(C)C1C2C (stereo partly specified) | -1% | 0% | 2% | 0% | 9% | nt | 3% | -2%
O=C(CSc1nnc(-c2ccco2)n1Cc1ccco1)Nc1ccccc1 | -5% | -2% | 3% | -2% | 14% | -4% | 2% | -9%
O=C(NC1CC1)C1=C[C@@H](c2ccccc2)C[C@@H](OCc2ccc(CO)cc2)O1 | 17% | 10% | 1% | -2% | nt | nt | 6% | 6%
CCCCCNc1nc2ccccc2nc1NS(=O)(=O)c1cccs1 | -26% | ? | 14% | -7% | ? | nt | 5% | 2%
O=C(CN1CCCCC1)Nc1cccc2c1OCO2 | -1% | -3% | 1% | -1% | ? | nt | -15% | -9%
Cc1cccc(N2CCN(c3ncnc4c3nc3n4CCCCC3)CC2)c1C | -11% | ? | 4% | 6% | nt | nt | nt | 6%
Cc1ccc(C(=O)O)cc1NC(=O)C1CCCN1S(=O)(=O)c1cccc2nsnc12 (stereo unspecified) | -5% | 1% | -5% | 0% | 16% | nt | 2% | -13%
CCC(C)(C)NC(=O)C(c1cccs1)N(C(=O)c1ccn[nH]1)c1ccccc1 (stereo unspecified) | 4% | 9% | -7% | -8% | 4% | 32%[activator] | -9% | -10%
O=C(NC(C(=O)N/N=C/c1cccnc1)c1n[nH]c(=O)c2ccccc12)c1ccccc1 (stereo unspecified) | -12% | -11% | 1% | 0% | nt | 8% | -4% | 3%
Cc1cc(N2CCOCC2)nc(N2CCOCC2)n1 | -4%&-1% | 0%&-2% | 2%&-4% | 1%&0% | 3% | 7% | -5%&-7% | -1%&4%
COCCN1C(=O)/C(=C/c2ccc(OCc3ccc(C(=O)O)cc3)c(OC)c2)SC1=Nc1ccccc1 | 18% | ? | 15% | -1% | 1.1µM* | -19% | -2% | 0%
Cc1ccc(Cl)cc1NC(=S)NN | ? | ? | 12% | -3% | nt | -2% | 10% | 0%

Compound profiles, from the list above. Screens in order: Tau fluor counter | Tau ThT inhib | Tau FP inhib | TexasRed fluor | ALDH1A1 inh | L3MBTL1 block | GLA spleen mod | TRb-SRC2 inh
CCC(C)(C)NC(=O)C(c1cccs1)N(C(=O)c1ccn[nH]1)c1ccccc1 (stereo unspecified) across the screens: 4% | 9% | -7% | -8% | 4% | 32%[activator] | -9% | -10%
COCCN1C(=O)/C(=C/c2ccc(OCc3ccc(C(=O)O)cc3)c(OC)c2)SC1=Nc1ccccc1 across the screens: 18% | ? | 15% | -1% | 1.1µM* | -19% | -2% | 0%

Remaining list, next part
SMILES | Tau fluor counter | Tau ThT inhib | Tau FP inhib | TexasRed fluor | ALDH1A1 inh | L3MBTL1 block | GLA spleen mod | TRb-SRC2 inh
Cc1cc(C)n(-c2nc(Nc3ccccc3)nc(-n3nc(C)cc3C)n2)n1 | -5% | -11% | -2% | 0% | 9% | -5% | -10% | -6%
c1cncc(-c2nc(NCCN3CCOCC3)c3ccccc3n2)c1 | -6% | -4% | -6% | -2% | -6% | nt | 6% | 5%
COc1ccc(CCc2nnc(CCC(=O)N(C)Cc3ccncc3C)o2)cc1 | 2% | 7% | 1% | 0%[53 µM] | ? | -11% | -6% | 5%[53 µM]
Cc1ccc2c(c1)N(C(=O)CCC(=O)NCc1cccs1)CC(C)O2 (stereo unspecified) | 1% | 10% | -5% | 0% | nt | nt | nt | 0%
O=C(CCN1CCN(Cc2ccccc2)CC1)Nc1ccc(OCc2ccccc2)cc1 | -21% | -24% | 12% | -4% | -5% | nt | 11% | 3%
COC(=O)C1=C(C)N(Cc2ccco2)C(=O)N[C@@H]1c1cccc(C(F)(F)F)c1 | -6%&-16% | -9%&-14% | -4%&5% | -2%&-1% | -1%&-13% | -7% | 4%&11% | 4%&0%
COC(=O)c1[nH]c(C)c(/C(O)=C2\C(=O)C(=O)N(CCN3CCOCC3)C2c2ccccc2OC)c1C (stereo unspecified) | -5% | -20% | -5% | -4% | -14% | -3% | 9% | -4%
COc1ccccc1C(=O)Nc1cc(-c2cccc(Br)c2)nn1-c1ccccc1 | -17% | 4% | -15% | -3% | nt | nt | nt | 3%
COc1cc(C(=O)NCCOc2ccccc2C)c(Br)c(OC)c1OC | 13% | 8% | 4% | -9% | ? | 49%[activator] | 9% | -7%
COc1ccc(-c2cc(C#N)nc(Oc3ccc(Cl)cc3)n2)cc1 | -14% | -4% | ? | -6% | ? | 10% | 12% | 7%
COC(=O)c1ccc(NC(=O)NCCn2nnc3cc(S(=O)(=O)N(C)C)ccc32)cc1 | 0% | -1% | 9% | -1% | nt | nt | nt | -5%
COCCN(CCOC)Cc1cc(=O)oc2cc3c(cc12)CCC3 | -5% | -12% | 1% | 1% | ? | -8% | -2% | 0%
CCc1ccc(CNC(=O)c2cnc3c(C)cccn3c2=O)cc1 | -5% | -4% | 0% | 1% | nt | nt | nt | 4%
O=C(/C=C/c1ccc2ccccc2n1)N1CCN(S(=O)(=O)c2ccc(F)cc2)CC1 | 10% | nt | 9% | 1% | nt | nt | 1% | 2%
COc1ccc(CNC(=O)C(c2ccncc2)N(C(=O)Cc2cccs2)c2ccc(C)cc2)cc1 (stereo unspecified) | -5% | -16% | 13% | 1% | -7% | -3% | -3% | 1%
COC(=O)Cn1c(=NC(=O)c2nc3ccccc3s2)sc2cc(S(C)(=O)=O)ccc21 | 3% | -18% | 0% | 2% | ? | 5% | -2% | -1%
CCOc1ccc(-n2c(-c3ccc(Cl)cc3)c[n+]3c2SCC3)cc1 | -3% | ? | -8% | 1% | -7% | 23% | 12% | 7%
CCc1cccc(C)c1NS(=O)(=O)c1cc(-c2cc(C)no2)ccc1C | -9% | 17% | ? | 0% | nt | nt | nt | 2%
COc1ccc(C(=O)c2ccc(CC#N)s2)cc1 | -30% | ? | 13% | 7% | -11% | -11% | 3% | 6%
Cc1cccc(NC(=O)CSc2nc(=O)n(CCN3CCOCC3)c3c2CCC3)c1C | 1% | -4% | -10% | -1% | nt | nt | nt | -12%
O=C1Nc2ccc(S(=O)(=O)NCC3CCCO3)c3cccc1c23 (stereo unspecified) | -3% | -4% | -2% | -6% | ? | -1% | 8% | -9%
CC(=O)c1ccc(N2CCN(c3ncnc4c3nc3n4CCCC3)CC2)cc1 | -12% | ? | -5% | 4% | nt | nt | nt | 0%
CCOC(=O)c1c(Cl)c(C)nn1-c1nc(OC)cc(OC)n1 | 4% | 2% | -8% | -1% | 2% | 3% | 0% | 0%
Cc1cc(C)cc(NC(=O)c2ccc3c(O)c(S(=O)(=O)c4ccccc4)c(=O)[nH]c3c2)c1 | 4% | 9% | -6% | -2% | nt | nt | nt | -7%
CCC(C(=O)NCCc1ccc(Cl)cc1)n1ccc2cc(S(=O)(=O)N3CCCCC3)ccc21 (stereo unspecified) | -23% | 4% | -6% | 0% | nt | nt | nt | -7%
Cc1cccc(-n2cc(CN3CCN(c4ccccn4)CC3)c(-c3cccc(F)c3)n2)c1 | -20% | ? | 10% | 1% | ? | -13% | -1% | 7%
CC1(C)CC(=O)C(C=NCCc2ccc(O)cc2)=C(O)C1 | -6% | ? | -2% | -7% | ? | -1% | 1% | 2%
COc1ccccc1N1CCN(CCCCCCOc2ccc(F)cc2)CC1 | -19% | ? | 8% | -7% | 2% | -4% | 8% | -5%
O=C(c1ccco1)N1CCN(C(=O)C2CCCN(S(=O)(=O)Cc3ccccc3)C2)CC1 (stereo unspecified) | -3% | -2% | 1% | 3% | ? | nt | 4% | -18%
CC1(OC(=O)C2CCCC2)C(=O)C=C2C=C(c3ccsc3)N(c3ccc(CO)cc3)C=C2C1=O (stereo unspecified) | 7%[11.6 µM] | 7%[11.5 µM] | 8%[11.6 µM] | -1%[11.2 µM] | 3%[13.5 µM] | nt | -3%[17.5 µM] | 1%[11.2 µM]

Compound activity from PubChem BioAssay.
